NR2F2 inh: blocks human COUP-TFII nuclear receptor | HEK293T NGFI-A luciferase reporter, luminescence | inhibition, % at 8.6 µM | 370,000 tested, 0.7% active | AID 686940;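 active means inhibition above a per-plate cutoff, mean inhibition of test wells between control levels plus 3 SD, cut at about 38% in these data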;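 further: cells cotransfected with COUP-TFII expression vector driving the NGFI-A reporter; 0% = median of COUP-TF2 test wells and 100% = reporter-only cells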
TROY signal inh: inhibitors of TROY-dependent NF-kB signaling. Q293 LMP1-TROYcd NF-kB luciferase reporter, 4 h. inhibition, % at 10 µM. 360,000 tested, 0.98% active. AID 1347056;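 active means compounds whose plate-normalised and pattern-corrected inhibition of the luciferase reporter signal at the single screening dose is 50% or more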
TWEAK-Fn14 inh: TWEAK-Fn14 signaling inhibition | TWEAK-stimulated Fn14 reporter cells, luciferase luminescence, 8 h | 360,000 tested, 2% active | inhibition, % at 10 µM; in the data active means inhibition above about 50%
SRC1 inh: inhibits human SRC1 coactivator | Q15788 | HEK293 GAL4-SRC1 luciferase reporter, luminescence | inhibition, % at 3.6 µM | 360,000 tested, 0.12% active;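 active means inhibition above the campaign mean plus 3 SD, with each screening campaign given its own cutoff, cut at about 60% in these data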;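 further: 0% = DMSO treated cells and 100% = gossypol at 36 µM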
LRH-1 inv ag: suppresses constitutive activity of human LRH-1. O00482. HEK293T StAR-luciferase reporter, LRH-1 transfected, 24 h. inhibition, % at 3.6 µM. 360,000 tested, 0.13% active. AID 602396;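 active means inhibition above the mean inhibition of all tested compounds plus 3 SD, cut at about 73% in these data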;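 further: 0% = DMSO wells and 100% = reporter-only cells lacking LRH-1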
NOD2 RIPK2 PPI: blocks binding of human NOD2 to RIPK2; O43353; CHO BLA complementation NOD2-RIPK2, CCF4 ratio; inhibition, % at 4.98 µM; 360,000 tested, 0.38% active; in the data active means inhibition above about 21%;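 further: 0% = vehicle only and 100% = reference blocker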
TLR9-MyD88 inh: TLR9-MyD88 interaction inhibition; CHO BLA complementation TLR9-MyD88, CCF4 FRET ratio; inhibition, % at 4.98 µM; 340,000 tested, 0.21% active;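 active means inhibition above the mean over all tested compounds plus 3 SD, cut at about 21% in these data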;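 further: 0% = DMSO only wells and 100% = clavulanate BLA inhibitor control wells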
NCOA2 inhibitor: inhibits human steroid receptor coactivator 2. Q15596. HEK293 GAL4-SRC2 luciferase reporter, luminescence. inhibition, % at 9 µM. 370,000 tested, 0.17% active. AID 651957;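 active means inhibition above the mean inhibition of all tested compounds plus 3 SD, set per campaign, cut at about 52% in these data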;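 further: 0% = DMSO treated cells and 100% = cells given Gossypol at 36 µM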
NCOA3 inh: inhibitors of human steroid receptor coactivator 3 (SRC3); HEK293 GAL4-SRC3 luciferase reporter, luminescence; inhibition, % at 3.6 µM; 360,000 tested, 0.17% active;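 active means inhibition above a per-campaign cutoff, the mean of all compounds plus 3 SD, cut at about 60% in these data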;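 further: 0% = DMSO-treated cells and 100% = gossypol-treated cells at 36 µM; higher means less SRC3-driven luciferase light from the GAL4 reporter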
Granule exo inh: blocks lytic granule exocytosis; TALL-104 LAMP-1 surface exposure, flow cytometry; cells stimulated with thapsigargin and PMA; inhibition, % at 10 µM; 360,000 tested, 0.66% active; AID 651702;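 active means inhibition above about 55%, limit read from the data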
ABHD5 PLIN5 PPI: ABHD5-PLIN5 protein interaction inhibition. inhibition, % at 4 µM. AID 602281. Split G. princeps luciferase complementation, luminescence, 4 h. 360,000 tested, 0.78% active;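 active means inhibition above the mean inhibition across every tested compound plus 3 SD, cut at about 22% in these data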;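 further: 0% = DMSO only wells and the 100% control is not disclosed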
Target sequence (Q00G26 whole entry, looked up): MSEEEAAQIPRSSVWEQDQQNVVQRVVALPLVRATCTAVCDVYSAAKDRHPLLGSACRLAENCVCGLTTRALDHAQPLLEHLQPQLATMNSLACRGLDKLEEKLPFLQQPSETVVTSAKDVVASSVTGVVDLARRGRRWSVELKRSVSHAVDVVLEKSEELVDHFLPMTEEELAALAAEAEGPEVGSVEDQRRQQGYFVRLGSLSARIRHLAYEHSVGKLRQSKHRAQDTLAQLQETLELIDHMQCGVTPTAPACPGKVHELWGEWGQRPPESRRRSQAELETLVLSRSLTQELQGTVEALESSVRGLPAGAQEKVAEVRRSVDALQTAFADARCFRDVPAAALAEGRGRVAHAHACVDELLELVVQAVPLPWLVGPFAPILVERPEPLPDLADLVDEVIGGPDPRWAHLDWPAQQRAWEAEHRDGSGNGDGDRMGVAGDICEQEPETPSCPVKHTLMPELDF
Target sequence (Q8WTS1 whole entry, looked up): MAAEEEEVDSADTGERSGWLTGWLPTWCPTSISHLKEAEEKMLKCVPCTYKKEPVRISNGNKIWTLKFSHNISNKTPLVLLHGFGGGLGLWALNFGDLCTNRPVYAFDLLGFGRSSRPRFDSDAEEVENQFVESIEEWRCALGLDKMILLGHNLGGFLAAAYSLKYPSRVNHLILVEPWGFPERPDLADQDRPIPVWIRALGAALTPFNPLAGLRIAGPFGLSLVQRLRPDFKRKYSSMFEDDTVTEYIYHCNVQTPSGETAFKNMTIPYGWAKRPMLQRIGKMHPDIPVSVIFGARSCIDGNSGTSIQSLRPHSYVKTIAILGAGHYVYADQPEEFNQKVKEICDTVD
* hit, by the source's call; . = no result given. Only part of the results is shown; count on the stated rates, not on these rows.

SMILES	NR2F2 inh	TROY signal inh	TWEAK-Fn14 inh	SRC1 inh	LRH-1 inv ag	NOD2 RIPK2 PPI	TLR9-MyD88 inh	NCOA2 inhibitor	NCOA3 inh	Granule exo inh	ABHD5 PLIN5 PPI
O=C(COc1ncnc2sccc12)N1CCN(c2ccccc2)CC1	8	8	-20	7	22	-2	-9	20	-4	0	13
CC(=O)c1cnn(-c2cc(Oc3cccc(C)c3)ncn2)c1C	8	6	0	9	-38	0	-11	-28	7	0	-2
CC(=NNC(N)=O)C1CC2CCC1CC2 (stereo not given)	3	-6	17	13	9	-10	-7	-12	1	-2	4
CC1CCCCN1S(=O)(=O)c1ccc2c(c1)C(C)(C)C(=O)N2C (stereo not given)	6	-6	6	-5	-7	3	7	-18	2	-6	-5
O=C(c1ccccc1)n1c(=O)cc[nH]c1=O	5	-9	-1	-18	0	-6	-7	-2	9	14	-2
CCCCCCCC(=O)N/N=C/c1ccncc1	9	11	26	12	1	-10	1	16	16	3	2
CC(C)(C)OC(=O)C[C@@H]1C/C=C\C[C@@H](CC(=O)N[C@@H](CO)Cc2ccccc2)C(=O)N2CCC[C@@H]2COC1=O	-12	-4	-3	-18	22	-2	-2	-3	7	-5	-6
O=C1c2ccc(Cl)cc2S(=O)(=O)c2cccc(C(=O)N3CCN(c4ncc(Br)cn4)CC3)c21	2	29	-20	-6	0	2	-13	3	-12	-3	-6
O=C(O)c1cc(S(=O)(=O)N(Cc2ccccc2)c2ccccc2Cl)ccc1Cl	4	6	-6	6	21	-1	1	8	8	0	1
CCOC(=O)c1ccc(NC(=O)CN2C(=O)CCC2=O)cc1	0	-45	-13	-32	-10	-9	14	-15	-5	-1	-1
CC(=O)N1[C@H](C)C=C[C@]1(Cc1ccccc1)C(=O)NCc1cc(F)cc(C(F)(F)F)c1	2	2	0	-11	12	-4	-2	-15	10	14	2
Cc1c(C)c2ccc(OCC(=O)N(C)C3CCS(=O)(=O)C3)c(C)c2oc1=O (stereo not given)	-4	-6	-8	6	1	-9	5	-4	5	-3	5
CC(=O)N1CCc2cc(S(=O)(=O)NC(C(=O)NC(C)c3ccccc3)C(C)C)ccc21 (stereo not given)	8	-12	-8	24	-7	5	0	4	-1	-6	-4
Cc1cc(CNC(=O)C2CCC(=O)N(CCc3cccc(F)c3)C2)nn1C (stereo not given)	8	3	-8	-8	4	-6	-16	-6	12	2	1
COc1ccc(-c2cc(C(F)(F)F)nc(N3CCN(C)CC3)n2)cc1	-10	-2	-16	-29	12	7	8	-20	0	1	11
c1ccc(COCCN2CCN(CCOCc3ccccc3)CC2)cc1	.	-11	8	13	6	4	-6	.	14	1	3
COc1ccc(S(=O)(=O)N(C)c2ccc(C(=O)N3CCCCC3)cc2)cc1OC	5	14	4	3	5	-13	-5	11	8	5	-4
CC1CCN(C(=O)COC(=O)Cc2c[nH]c3ccccc23)CC1	3	-23	9	-20	5	9	-13	3	-16	1	-5
CNC(=O)CN(CCc1ccccc1)S(=O)(=O)c1ccc(OC)cc1	4	15	12	9	-9	1	2	5	13	-5	1
Cn1c(=O)n(CC(=O)NCC2CCCO2)c(=O)c2c3c(sc21)COC(C)(C)C3 (stereo not given)	6	-15	-11	6	-1	-2	-3	-1	-4	-2	0
O=C(Nc1ccccc1)C1=C(O)CC(c2ccoc2)CC1=Nc1ccccc1 (stereo not given)	-3	-7	33	-5	-16	-1	-7	-3	24	8	12
CC1CCCCC1NS(=O)(=O)CCNC(=O)c1ccccc1 (stereo not given)	2	1	-3	-18	0	5	7	-19	1	-6	5
Cc1cc(C)cc(NC(=O)C(OC(=O)Cn2cnc3c2c(=O)n(C)c(=O)n3C)c2ccccc2)c1 (stereo not given)	10	-20	-10	-3	9	-2	-3	-1	7	-7	0
CNS(=O)(=O)c1cccc(C(=O)OCC(=O)Nc2ccc(-c3nc4ccc(C)cc4s3)cc2)c1	.	-24	27	-123	-74	-1	1	.	-84	0	-1
CC(C)OC(=O)CN1C(=O)S/C(=C/c2ccc(N3CCCCC3)o2)C1=O	-5	-17	-16	-8	11	9	-3	5	-15	63*	34*

2 entries from above, with two lines to a compound.
Order of results – NR2F2 inh | TROY signal inh | TWEAK-Fn14 inh | SRC1 inh | LRH-1 inv ag | NOD2 RIPK2 PPI | TLR9-MyD88 inh | NCOA2 inhibitor | NCOA3 inh | Granule exo inh | ABHD5 PLIN5 PPI
> CC1CCCCC1NS(=O)(=O)CCNC(=O)c1ccccc1 (stereo not given)
 : 2 | 1 | -3 | -18 | 0 | 5 | 7 | -19 | 1 | -6 | 5
> Cc1cc(C)cc(NC(=O)C(OC(=O)Cn2cnc3c2c(=O)n(C)c(=O)n3C)c2ccccc2)c1 (stereo not given)
 : 10 | -20 | -10 | -3 | 9 | -2 | -3 | -1 | 7 | -7 | 0

Further entries.
SMILES	NR2F2 inh	TROY signal inh	TWEAK-Fn14 inh	SRC1 inh	LRH-1 inv ag	NOD2 RIPK2 PPI	TLR9-MyD88 inh	NCOA2 inhibitor	NCOA3 inh	Granule exo inh	ABHD5 PLIN5 PPI
Nc1nc(CCl)nc(Nc2ccccc2)n1	-37	-3	13	-25	-5	-17	1	33	-3	3	6
CCOc1cc(N2CCOCC2)c(OCC)cc1NC(=O)CN1C(=O)NC(Cc2ccccc2)C1=O (stereo not given)	-15	0	-6	-30	16	0	-6	-20	5	2	2
O=C(CCCCCn1c(=O)[nH]c2ccccc2c1=O)NCCCN1CCN(c2ccccc2F)CC1	16	10	24	3	4	-7	0	33	-9	1	10
COC(=O)Cn1ncc2c3ccccc3n(Cc3ccccc3)c2c1=O	-3	4	-2	11	-11	2	-1	3	-9	8	3
O=C(c1ccc(Br)o1)N1CCCc2ccccc21	4	-15	-6	-6	-17	-3	5	-49	-30	1	4
O=C(c1cc(-c2ccc(Cl)cc2)n(-c2cc(Cl)ccc2Cl)n1)N1CCOCC1	7	-11	2	-4	3	-16	-1	0	-1	6	9
CN(C)S(=O)(=O)c1cccc(COC(=O)c2cccnc2Cl)c1	10	-3	6	-32	8	2	-5	7	21	9	0
CC(C)CNC(=O)C(=O)NCc1ccccc1	-3	12	-8	6	3	2	-2	12	9	-6	7
CCCC(=O)C1=C(O)C(C(=O)OC)C(C)(C)CC1=Nc1ccncc1 (stereo not given)	-1	-2	-3	-6	-5	-8	1	13	-12	-2	-3
O=C(NCCCN1CCOCC1)c1cc2c(s1)CSC2	-5	-13	1	-16	-2	9	5	-14	5	0	-2
O=C(Nc1sc2c(c1C(=O)O)CCCC2)c1ccc(Cl)cc1	21	8	28	15	4	3	-2	-25	42	17	-5
CCOc1ccc(C(=O)n2cnnc2N)cc1	11	25	34	7	0	-10	6	9	0	-2	-4
COc1cc(/C=N/Nc2nc(=O)[nH]nc2C)ccc1O	4	-7	-10	-73	11	-4	5	-70	-65	-2	3
CSc1nnnn1-c1ccc(C)c(Cl)c1	-4	2	3	-6	37	1	10	0	2	-3	-2
COc1ccc(/C=N/NC(=O)C2c3ccccc3Oc3ccccc32)c(OC)c1	-12	0	-6	0	-6	5	-4	27	14	-1	-1
COc1ccc(/C=C/C(=O)c2cc(Br)ccc2OC(=O)c2ccco2)cc1OC	-16	7	-10	-11	2	-1	-6	6	14	-1	1
O=C(Nc1ccc2[nH]c(=O)[nH]c2c1)C(F)(F)F	13	8	1	6	12	2	6	2	-9	-2	-1
O=C(CCS(=O)(=O)c1ccc(Cl)cc1)Nc1nccs1	16	57*	5	-16	1	-2	-4	-8	-11	-5	3
O=C(NC1CC1)C1=C[C@@H](c2csc3ccccc23)C[C@@H](OCc2ccc(CO)cc2)O1	12	-6	-6	3	25	-5	-3	-10	-15	-9	2
COc1cccc(-c2ccc3c(c2)S(=O)(=O)c2cccc(C(=O)O)c2C3=O)c1OC	25	-14	-9	-2	-2	-3	7	-13	1	-3	10
Nc1ncc(Br)cc1S(=O)(=O)Nc1ccccc1F	20	-10	-13	-4	-10	6	-10	-49	-23	-2	-5
Cc1ccccc1-c1cc(C(=O)NCc2cccc(Br)c2)n(CC2CC(c3cccnc3)=NO2)n1 (stereo not given)	16	6	-2	-6	-15	0	4	2	11	-2	-8
COc1ccc(Cc2nc3ccc(C(=O)N4CCCCC4CCO)cc3o2)cc1 (stereo not given)	-4	2	-1	-15	-12	3	-3	14	6	1	4
CCOC(=O)c1cc(NC(=O)/C=C\C(=O)O)ccc1Cl	13	15	-10	-17	3	-7	1	-23	7	1	-5
O=c1[nH]c2ccc(NS(=O)(=O)c3ccc(Cl)cc3)cc2[nH]1	5	-8	-7	3	-6	-10	-6	-23	11	12	-10
Following part:
SMILES	NR2F2 inh	TROY signal inh	TWEAK-Fn14 inh	SRC1 inh	LRH-1 inv ag	NOD2 RIPK2 PPI	TLR9-MyD88 inh	NCOA2 inhibitor	NCOA3 inh	Granule exo inh	ABHD5 PLIN5 PPI
O=C(NC1CCCC1)C1CCN(C(=O)c2ccccc2Cl)CC1	4	-5	-12	-13	8	-1	6	-3	11	-2	5
COC(=O)c1sccc1NC(=O)CNC(=O)c1ccccc1	-9	2	-2	-7	-2	2	12	-14	9	-6	2
CCC(=O)N/C(N)=N/c1nc2ccccc2o1	-34	-48	-34	-97	-104	-6	-23	-43	-102	6	4
CN1CCN(c2nc3c(c(=O)[nH]c(=O)n3C)n2CC(N)=O)CC1	0	4	-17	1	12	-9	-2	11	10	-1	-7
O=C(NC(Cc1ccccc1)C(=O)O)/C(=C/c1ccc([N+](=O)[O-])cc1)NC(=O)c1ccco1 (stereo not given)	5	-19	-8	8	-5	-16	-5	28	-7	-4	-2
O=C(NCSc1ccccc1)c1ccccc1	-54	-58	16	-131	-96	3	4	-50	-100	10	-3
Cc1cc(NC(=O)Nc2ccccc2)n(C(C)(C)C)n1	-6	-19	6	-6	-2	6	-5	-3	-3	7	2
COc1ccccc1NC(=O)NCC(c1ccco1)N1CCCCC1 (stereo not given)	-1	-11	6	-2	-1	-6	-7	-4	3	-6	4
NC(=O)CSc1nnc(CSc2ncccn2)n1-c1ccccc1	-11	8	9	10	17	0	0	-2	13	-2	-1
CCCCc1c(O)nc(SCC(=O)Nc2ccc(C)cc2)n(-c2ccc(OC)cc2)c1=O	-9	-12	-4	-33	-15	5	-5	-21	-8	22	-5
Cc1ccc(C(=O)N2CCN(C)CC2)cc1S(=O)(=O)N1CCOCC1	5	-4	19	1	2	2	2	-1	-10	-2	0
COc1ccc(NC(=O)c2nc[nH]c2C(=O)N(C)Cc2ccccc2)cc1	-15	4	-21	4	9	4	-7	-30	15	-2	-3
Cc1nc(N)c(CC(Br)CBr)c(Cl)n1 (stereo not given)	15	14	20	34	16	-13	3	30	35	1	-3
CN(C(=O)c1cc(Cl)c2c(c1)OCCO2)c1c(N)n(Cc2ccccc2)c(=O)[nH]c1=O	0	5	16	3	-6	3	-7	-4	12	1	-6
CCCCN(C(=O)c1cccc(S(=O)(=O)N2CCN(C)CC2)c1)c1c(N)n(CC(C)C)c(=O)[nH]c1=O	11	0	-6	2	15	-5	-1	-19	-14	-1	1
Cc1ccc(CC2C(=O)N(c3ccc(C)cc3)C(=O)C2C)cc1 (stereo not given)	-5	-43	-14	-28	-37	-12	8	5	-10	-1	-4
COc1cc2c(cc1OC)C(c1ccc3c(c1)OCO3)CC(=O)N2 (stereo not given)	.	21	-7	3	28	9	-11	.	-6	-3	-8
O=C(O)c1ccc(-c2ccc(OS(=O)(=O)c3ccccc3F)cc2)cc1	-7	-67	-21	-8	-24	3	5	-6	-25	3	2
Nc1c(C(=O)Nc2ccc3c(c2)OCCO3)nnn1Cc1ccc(Br)cc1	-37	-53	-27	-108	-114	14	-2	-48	-82	10	1

Screens from PubChem.
